HePTP inh – human HePTP phosphatase inhibition. P35236. recombinant HePTP phosphatase activity, OD absorbance. inhibition, % at 20 µM. 110,000 tested, 0.64% active. AID 521; in the data active = inhibition above about 50%;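 note: plate controls were vehicle for no effect and reference inhibitor for full effect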
Target sequence (P35236 whole entry, looked up): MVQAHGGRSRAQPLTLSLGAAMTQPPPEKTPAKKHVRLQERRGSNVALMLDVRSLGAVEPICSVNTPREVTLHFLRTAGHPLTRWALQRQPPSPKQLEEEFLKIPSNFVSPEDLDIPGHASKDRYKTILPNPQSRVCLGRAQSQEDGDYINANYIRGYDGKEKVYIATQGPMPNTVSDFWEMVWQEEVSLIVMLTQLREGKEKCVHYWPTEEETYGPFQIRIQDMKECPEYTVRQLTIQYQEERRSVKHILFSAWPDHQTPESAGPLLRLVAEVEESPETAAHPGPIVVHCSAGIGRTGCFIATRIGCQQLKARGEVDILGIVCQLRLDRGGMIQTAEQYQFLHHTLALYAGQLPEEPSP
BAP1 block – blocks human BAP1 ubiquitin-AMC hydrolysis; Q92560; recombinant BAP1, Ub-AMC hydrolysis fluorescence kinetic; stronger effect = lower value; activity remaining (% of control), % at 20 µM; 72,000 tested, 0.48% active;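 active = activity remaining at or below 50% of control, provided the compound also passes the data quality filters; inactive = the rest, including low values that fail the filters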;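 note: 100% = DMSO wells rate and 0% = substrate alone blank rate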
Target sequence (Q92560 whole entry, looked up): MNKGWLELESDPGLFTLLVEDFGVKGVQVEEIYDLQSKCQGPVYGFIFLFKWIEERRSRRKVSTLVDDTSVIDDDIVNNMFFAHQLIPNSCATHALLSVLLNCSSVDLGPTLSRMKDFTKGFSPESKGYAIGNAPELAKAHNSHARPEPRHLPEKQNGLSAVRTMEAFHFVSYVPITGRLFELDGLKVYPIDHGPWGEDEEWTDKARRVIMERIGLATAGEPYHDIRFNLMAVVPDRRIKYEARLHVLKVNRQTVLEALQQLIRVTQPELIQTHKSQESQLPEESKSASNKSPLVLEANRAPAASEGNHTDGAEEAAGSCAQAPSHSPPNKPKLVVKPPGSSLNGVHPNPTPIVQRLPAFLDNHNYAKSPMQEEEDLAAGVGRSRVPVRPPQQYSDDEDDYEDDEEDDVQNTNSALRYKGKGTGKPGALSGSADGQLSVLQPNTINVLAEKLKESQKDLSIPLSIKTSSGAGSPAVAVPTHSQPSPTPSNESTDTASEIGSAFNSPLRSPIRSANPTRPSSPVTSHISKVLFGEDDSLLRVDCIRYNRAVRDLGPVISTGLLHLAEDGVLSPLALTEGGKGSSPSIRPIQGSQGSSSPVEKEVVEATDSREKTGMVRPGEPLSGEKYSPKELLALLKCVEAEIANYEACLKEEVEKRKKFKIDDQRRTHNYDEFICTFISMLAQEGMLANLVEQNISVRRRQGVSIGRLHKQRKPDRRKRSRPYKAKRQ
Numbers without * were called inactive; / = no result given; & = joins results of further samples.

SMILES	HePTP inh	BAP1 block
O=C(Cn1nnc(-c2ccccc2Cl)n1)Nc1ccc2c(c1)OCO2	/	68
COc1ccc(NC(=O)Cn2nc(C(F)(F)F)c(Br)c2C)c(OC)c1	6	/
CC(C)(C)C(=O)/C=C(/O)C(=O)NCc1ccccc1	-12	/
O=C(NCCN1CCOCC1)c1cccc(Cl)c1	14	87
COC(=O)C1=C(C)NC2=C(C(=O)c3ccccc32)C1c1ccc(OCc2ccc([N+](=O)[O-])cc2)c(Cl)c1 (centres undefined)	2	/
CCC1=NN(C(=O)CCc2ccccc2)C(O)(c2ccncc2)C1 (centres undefined)	-3	/
CN1CCN(CC(O)COCc2ccc3c(c2)OCO3)CC1 (centres undefined)	5	107
CCn1c(CSc2nnc(-c3cccnc3)n2-c2ccccc2C)nc2cc(C(=O)O)ccc21	-1	102
O=C(Cn1nnc(-c2ccccc2Cl)n1)N1CCN(S(=O)(=O)c2ccc(Cl)cc2)CC1	7	/
c1ccc(CCNc2ccc3nncn3n2)cc1	17	96
O=C(CN(c1cccc(C(F)(F)F)c1)S(=O)(=O)c1ccccc1)N1CCOCC1	-12	100
Oc1c(Cl)cc(Br)cc1/C=N/Nc1nc(N2CCOCC2)nc(N2CCOCC2)n1	5	/

3 entries from above, with values under each structure.
Value order: HePTP inh, BAP1 block
CN1CCN(CC(O)COCc2ccc3c(c2)OCO3)CC1 (centres undefined)
 : 5, 107
CCn1c(CSc2nnc(-c3cccnc3)n2-c2ccccc2C)nc2cc(C(=O)O)ccc21
 : -1, 102
O=C(Cn1nnc(-c2ccccc2Cl)n1)N1CCN(S(=O)(=O)c2ccc(Cl)cc2)CC1
 : 7, /

Further entries.
SMILES	HePTP inh	BAP1 block
CC(=O)Nc1ccc2c(c1)n(C)c(=O)n2C	9	68
Cc1ccc(NC(=O)Cn2nc(C)c3ccccc3c2=O)cc1	7	91&67
CCCCC(=O)Nc1ccc2oc(-c3cccnc3)nc2c1	2	77
O=S(=O)(c1ccc2c(c1)OCCO2)N1CCN(Cc2ccccc2)CC1	/	59
CC(C)(C)c1ccc(OCC(=O)Nc2ccc(NC(=O)c3ccco3)c(Cl)c2)cc1	-2	/
O=C1S/C(=C\c2cccc(Cl)c2)C(=O)N1c1ccc(Cl)cc1	11	/
CCCc1cc(=O)oc2cc3oc(C)c(C)c3cc12	-5	88
C=CCNC(=O)CSc1nc2sc3c(c2c(=O)[nH]1)CCCC3	4	/
O=C(/C=C/c1ccccc1Cl)Nc1ccccc1[N+](=O)[O-]	1	/
Cc1cc(C)cc(C(=O)/C=C2\NC(=O)CS2)c1	4	76
COc1ccc(CSc2nc3sc4c(c3c(=O)n2Cc2ccccc2)CC(C)(C)OC4)cc1	-20	/
Cc1ccc(C(=O)Nc2ccc(S(=O)(=O)N3CCCC3)cc2)cc1	-9	/

Full records from above. Order of screens: HePTP inh | BAP1 block
Listed for `O=C(/C=C/c1ccccc1Cl)Nc1ccccc1[N+](=O)[O-]` = 1 | /
Listed for `O=C1S/C(=C\c2cccc(Cl)c2)C(=O)N1c1ccc(Cl)cc1` = 11 | /

(list continues)
SMILES	HePTP inh	BAP1 block
COc1cc(C(=O)Nc2cc(-c3nc4cc(C)cc(C)c4o3)ccc2C)cc(OC)c1OC	/	56
O=C1C2C3C=CC(C3=C3C4CC5CC(C4)CC3C5)C2C(=O)N1c1cc(Cl)cc(Cl)c1 (centres undefined)	1	/
COc1cc(-c2noc(-c3ccccc3C(=O)NCc3ccco3)n2)cc(OC)c1OC	2	109
O=C(O)[C@@H]1C[C@@H](C(=O)O)N1	/	93
Cc1ccc(N2C(=O)c3ccc(C(=O)O)cc3C2=O)c(C)c1	-2	/
COc1ccc(-c2onc3ccc(Cl)cc23)cc1OC	5	135
COc1ccc(C(=O)Nc2cc(C)ccc2O)cc1	-6	/
COc1ccc(C2CC(=O)C3=C(C2)Nc2ccccc2NC3c2ccc(OC)c(Br)c2)cc1 (centres undefined)	8	/
COc1ccccc1C1SCCN1S(=O)(=O)c1ccc2ccccc2c1 (centres undefined)	-12	/
COc1ccc(C(=O)Nc2ccccc2C(=O)NCc2ccco2)cc1OC	3	127
CC1(C)Cc2c(c(-c3ccco3)nc3n[nH]c(N)c23)CO1	-7	88
CCOc1ccc2[nH]c(=O)c(CN(Cc3cccs3)Cc3nnnn3C(C)(C)C)cc2c1	8	82
CN1C(=S)N(c2ccccc2)C(C)(O)CC1(C)C (centres undefined)	3	/
CCCNC(=O)CC12CC3CC(C1)CC(CC(=O)NCCC)(C3)C2	1	/
CC(=O)c1cccc(NC(=O)N2CCCC2C(=O)Nc2cc(C)ccc2C)c1 (centres undefined)	-9	90
CCN(CC)S(=O)(=O)c1csc(C(=O)NCc2ccccc2)c1	-4	103
COCCOC(=O)c1ccc(NC(=O)c2ccc(Cl)cc2)cc1	6	/
COC(=O)c1cc(NC(=O)/C=C/c2ccc(F)cc2)cc(C(=O)OC)c1	4	/
CC1(C)CC(=O)C2=C(C1)Nc1ccccc1N(C(=O)C(F)(F)F)C2c1ccc(-c2ccccc2[N+](=O)[O-])o1 (centres undefined)	/	86
Cc1ccc(C(=O)OCc2nnc(-c3ccccc3)o2)o1	4	85
O=S(=O)(NCCc1cn2ccccc2n1)c1ccc(F)c(C(F)(F)F)c1	-2	95
CCOC(=O)c1ccc(NC(=O)/C(=C/c2ccccc2)c2ccccc2)cc1	-4	/
CCN(CC)Cc1c(O)ccc2c(-c3ccccc3)cc(=O)oc12	6&-6	77
Cc1onc(-c2c(Cl)cccc2Cl)c1C(=O)N1CCC(Cc2ccccc2)CC1	7	/
CCn1cc(C2=NOC(C(=O)O)C2)c(C)n1 (centres undefined)	2	95
COc1cc(OC)cc(-c2nnc(SCC(=O)N(C(C)C)C(C)C)o2)c1	6	102
O=C(CN1C(=O)CCC1=O)Nc1ccc(Br)cc1	3	114
c1ccc2c(c1)CCCC2NC1=NCCC1 (centres undefined)	-2	125
CCc1nc(Nc2ccc(N3CCN(C(C)=O)CC3)cc2)c2oc3ccccc3c2n1	7	97
Cc1noc(COc2ccccc2OCC(O)CNC(C)(C)C)n1 (centres undefined)	7	117
O=C(NC1CCN(Cc2nnnn2CCc2ccccc2)CC1)c1ccccc1F	7	99
CN(Cc1nc2ccccc2n1C)C(=O)c1cccs1	1	107
O=[N+]([O-])c1ccc(Cl)cc1NCCOc1cccc2ccccc12	4	/
CC12CN3CC(C)(CN(C1)C3c1ccc(Br)cc1)C2 (centres undefined)	-4	105
c1ccc(COn2c(-c3ccccc3)nc3c2CCc2nonc2-3)cc1	-1	94
CC(=O)Oc1ccc(N2C(=O)C3C4C=CC(O4)C3C2=O)cc1 (centres undefined)	12	113

Three compounds already listed, ordered by the value under HePTP inh, smallest number first:
SMILES	HePTP inh	BAP1 block
CCn1cc(C2=NOC(C(=O)O)C2)c(C)n1 (centres undefined)	2	95
COc1cc(OC)cc(-c2nnc(SCC(=O)N(C(C)C)C(C)C)o2)c1	6	102
Cc1noc(COc2ccccc2OCC(O)CNC(C)(C)C)n1 (centres undefined)	7	117

The listing continues.
SMILES	HePTP inh	BAP1 block
CC1CCN(C(=O)CCCOc2ccc(Cl)cc2Cl)CC1	-3	/
COCCn1c(N)c(C(=O)NCc2cccs2)c2nc3ccccc3nc21	10	/
Cc1ccc2sc(-c3ccc(NCc4ccc5c(c4)OCO5)cc3)nc2c1	0	/
Cc1nc(-c2cccc(-c3noc(C)n3)c2)no1	2	87
COc1c(Cl)cc(C(=O)Nc2c(C)cccc2C)cc1Cl	-5	/
Cc1cc(F)c(F)cc1C(=O)n1nnc2ccccc21	-5	/
COc1cccc2cc(C(=O)NC(C)=O)c(=Nc3cccc(C)c3)oc12	/	69
CSC(=O)CC(=O)NC(=O)c1ccccc1	-9	112
COc1ccccc1N1C(=O)C2CC=CC(C)C2C1=O (centres undefined)	-5	93
O=C(Nc1c(C(=O)N2CCOCC2)cnn1-c1ccccc1)c1ccccc1	-8&8	99
CCCC(=O)C1=C(N2CCCCC2)CC(C)(C)C(C(=O)OC)C1=O (centres undefined)	-10	/
CCc1nnc(NC(=O)C2CCCN2C(=O)Nc2ccccc2OC)s1 (centres undefined)	10	83

Random excerpt: six entries already listed.
SMILES	HePTP inh	BAP1 block
COc1ccccc1N1C(=O)C2CC=CC(C)C2C1=O (centres undefined)	-5	93
CC1CCN(C(=O)CCCOc2ccc(Cl)cc2Cl)CC1	-3	/
CSC(=O)CC(=O)NC(=O)c1ccccc1	-9	112
O=C(Nc1c(C(=O)N2CCOCC2)cnn1-c1ccccc1)c1ccccc1	-8&8	99
COc1c(Cl)cc(C(=O)Nc2c(C)cccc2C)cc1Cl	-5	/
CCCC(=O)C1=C(N2CCCCC2)CC(C)(C)C(C(=O)OC)C1=O (centres undefined)	-10	/

(further entries)
SMILES	HePTP inh	BAP1 block
CC(/C=C/c1ccco1)=N/NC(=O)c1ccc([N+](=O)[O-])cc1	11	/
COC(=O)[C@H](CCSC)NC(=O)NCc1cccs1	-3	101
COc1cccc(/C=C2/SC(=O)N(CNc3ccc(I)cc3)C2=O)c1	-6	/
CCCCCn1c(CN2CCN(C(=O)OCC)CC2)nc2c1c(=O)n(C)c(=O)n2C	/	60
O=C(COC(=O)C1(c2ccc(F)cc2)CCCC1)N1CCOCC1	1	115
CCCCn1c(CNC(=O)c2cccs2)nc2ccccc21	-7	88
Nc1ccc[n+](Cc2ccccn2)c1	12	/
Cn1nc(C(=O)OCCN2C(=O)c3ccccc3C2=O)c2ccccc2c1=O	5	107
COC(=O)c1cc2ccsc2n1CC(=O)NCC1CCCO1 (centres undefined)	7	103
N[C@@H]1CONC1=O	/	93
CCCN1Cc2cccc(C(N)=O)c2C1=O	9	102
O=C(NCc1ccccn1)c1cn(CCc2ccccc2)nn1	-5	103
O=C1C=C(Nc2ccccc2)C(=O)N1Cc1ccccc1	-11	/
CN(C)CCCN1C(=O)C2CC3=C(CC2C1=O)C(C)(C)CCC3 (centres undefined)	9	/
CCCC(=O)C1=C(O)C(C(=O)OC)C(C)(C)CC1=Nc1ccncc1 (centres undefined)	1	113
COCCn1c(=NC(=O)CSCC(=O)Nc2cc(C)on2)sc2cc(C(=O)OC)ccc21	/	84
Cc1nc(N)[nH]c(=O)c1CCC(=O)OCC(C)C	11	94
O=c1[nH]c(=O)n(-c2ccccc2Cl)c(O)c1C=Nc1ccc2c(c1)OCO2	8	/
CC(=O)c1cccc(NC(=O)c2cc3ccccn3n2)c1	9	95
Cc1ccc(-n2c(C)cc(/C=N/NC(N)=O)c2C)cc1C	1	/
COc1cc2c(cc1OC)CN(C(=O)CCCN1C(=O)c3ccccc3C1=O)CC2	-3	100
Cc1cc(Cl)ccc1NC(=O)CN(Cc1ccccc1)S(=O)(=O)c1ccccc1	5	/
CCOC(=O)N1CCC(N2Cc3cccc(C(=O)Nc4ccc(OC)c(OC)c4)c3C2=O)CC1	1	84
C=CCn1c(=O)c(C(=O)NCCNCC)c(O)c2ccccc21	7	125
CCC(C)[C@H](NC(=O)N1CCCC1)C(=O)O (some centres undefined)	-6	110
CC(=O)C1=C(O)C(=O)N(CCN(C)C)C1c1cccc([N+](=O)[O-])c1 (centres undefined)	0	/
CCC(=O)N1c2ccccc2[C@@H](N(C(C)=O)c2ccccc2)C[C@H]1C	9	105
COCCNc1c(-c2ccc(O)cc2)nc2ccc(Cl)cn12	5	91
CC1=C(C(=O)OCc2ccc3c(c2)OCO3)C(c2ccccc2)NC(=O)N1 (centres undefined)	8	97
COC(=O)c1c(NC(=O)CN2CCN(c3ccccc3OC)CC2)c2c(C)cccc2n1C	10	122
NC(=O)C1CCN(c2nc(-c3ccccc3)nc3c2oc2ccccc23)CC1	-2	74
Cn1c(SC/C=C/c2ccccc2)nnc1-c1cnccn1	-4	91
O=C(CCn1c(=O)c2sccc2n(Cc2cc(=O)n3ccccc3n2)c1=O)NCc1ccco1	10	74
CCOc1ccc(N2C(=O)CC(NCc3ccc(Cl)cc3Cl)C2=O)cc1 (centres undefined)	104*	/
CCn1c(SCCOc2ccc(Cl)cc2)nnc1-c1cccs1	9	87
Cc1ccc(C(C(=O)NCc2ccco2)N(CCc2ccccc2)C(=O)Cn2nnc3ccccc32)o1 (centres undefined)	5	79
CCCCNC(=O)c1ccccc1NC(=O)c1ccccc1N(C)S(C)(=O)=O	7	92
COc1ccc(NC(=O)C2=C(C)NC(=S)NC2c2ccccc2F)cc1 (centres undefined)	5	/
COc1ccccc1C=C1C(=O)c2ccccc2C1=O	2	/
COc1ccc(-c2cc(C(=O)NCc3cccnc3)no2)cc1OC	-3	102
CC(C)C(=O)Nc1ccc([N+](=O)[O-])c(C(F)(F)F)c1	/	100
Cc1cccc(N2CCN(C(c3cccs3)c3nnnn3C(C)(C)C)CC2)c1C (centres undefined)	-4	/
CCC(C)NC(=O)COc1ccc(S(=O)(=O)N2CCOCC2)cc1 (centres undefined)	12	104
O=C(CCc1ccc(O)cc1)c1c(O)cc(O)cc1O	/	68
COc1ccc(OC)c(N=Cc2c(O)n(-c3ccccc3Cl)c(=O)[nH]c2=O)c1	7	/
CC(C)C12CN3CC(C(C)C)(CN(C1)C3c1ccc(O)cc1O)C2=O (centres undefined)	-7	/
CCCCOc1ccc(CSc2n[nH]c(C)n2)cc1	3	72
NC(=O)c1ccc(N2CCOCC2)c([N+](=O)[O-])c1	-11	/
Cn1nnc(NC(=O)c2ccc(C(C)(C)C)cc2)n1	0	104
CC1=C(C(=O)Nc2ccccc2C)C(c2ccc(F)cc2)NC(=O)N1 (centres undefined)	12	/
CCOc1ccc(S(=O)(=O)N2CCSC2c2ccc3c4c(cccc24)CC3)cc1 (centres undefined)	-6	/
CCNC(=S)Nc1sc2c(c1C(=O)OCC)CCC2	4	/
CCOc1cc(C2C(C(=O)c3ccco3)=C(O)C(=O)N2CCc2ccccc2)ccc1O (centres undefined)	2	/

Compound activity deposited in PubChem BioAssay by several laboratories.
